# From PubChem BioAssay
# NSD2 inh – blocks human NSD2 histone methyltransferase activity | AID 624260 | inhibition, % at 12.5 µM | O96028 | NSD2-SET H3K36me1 DELFIA fluorescence, biochemical | 44,000 compounds, 0.07% hits; in the data active means inhibition above about 54%, passing the limit was not always enough;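 further: inhibitors reduce the monomethyl H3K36 fluorescence signal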
# Target sequence (O96028 whole entry, looked up): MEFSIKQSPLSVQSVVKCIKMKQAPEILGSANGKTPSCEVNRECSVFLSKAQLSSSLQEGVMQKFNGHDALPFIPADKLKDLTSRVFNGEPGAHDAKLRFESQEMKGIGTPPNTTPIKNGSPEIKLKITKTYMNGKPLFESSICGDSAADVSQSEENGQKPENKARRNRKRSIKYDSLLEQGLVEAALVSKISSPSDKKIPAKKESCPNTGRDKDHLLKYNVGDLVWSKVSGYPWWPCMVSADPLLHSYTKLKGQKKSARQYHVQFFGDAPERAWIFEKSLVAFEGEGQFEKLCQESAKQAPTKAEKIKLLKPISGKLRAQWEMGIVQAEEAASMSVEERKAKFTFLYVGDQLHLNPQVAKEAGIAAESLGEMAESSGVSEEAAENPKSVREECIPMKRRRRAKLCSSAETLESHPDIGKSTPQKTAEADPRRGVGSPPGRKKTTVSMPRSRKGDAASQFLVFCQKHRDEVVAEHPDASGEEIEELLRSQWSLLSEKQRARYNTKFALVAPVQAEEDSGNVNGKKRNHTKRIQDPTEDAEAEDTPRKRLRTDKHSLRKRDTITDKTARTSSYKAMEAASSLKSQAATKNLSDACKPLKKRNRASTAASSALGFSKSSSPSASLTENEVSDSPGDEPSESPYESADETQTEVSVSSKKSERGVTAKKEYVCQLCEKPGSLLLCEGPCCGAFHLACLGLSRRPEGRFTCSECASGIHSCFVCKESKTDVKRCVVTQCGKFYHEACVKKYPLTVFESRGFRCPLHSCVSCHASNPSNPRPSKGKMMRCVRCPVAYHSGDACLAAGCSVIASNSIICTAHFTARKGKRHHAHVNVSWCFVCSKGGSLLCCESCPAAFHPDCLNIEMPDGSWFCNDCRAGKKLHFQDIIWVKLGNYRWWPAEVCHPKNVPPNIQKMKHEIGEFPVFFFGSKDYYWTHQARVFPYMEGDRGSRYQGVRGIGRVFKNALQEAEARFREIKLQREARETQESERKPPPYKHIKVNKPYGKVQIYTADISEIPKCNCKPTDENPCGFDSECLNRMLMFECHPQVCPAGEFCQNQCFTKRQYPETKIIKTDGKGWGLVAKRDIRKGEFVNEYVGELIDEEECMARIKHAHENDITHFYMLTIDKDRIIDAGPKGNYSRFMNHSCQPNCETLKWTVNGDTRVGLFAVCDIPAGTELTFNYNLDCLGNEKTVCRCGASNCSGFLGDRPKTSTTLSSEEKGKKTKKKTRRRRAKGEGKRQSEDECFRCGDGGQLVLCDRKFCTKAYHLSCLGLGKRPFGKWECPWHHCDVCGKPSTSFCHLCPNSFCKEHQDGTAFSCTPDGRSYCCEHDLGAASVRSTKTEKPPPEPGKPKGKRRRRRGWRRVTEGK
# Numbers without * were called inactive.
SMILES,NSD2 inh
CC(C)NC(=O)N(C)C[C@H]1Oc2ccc(NC(=O)Nc3ccc(C(F)(F)F)cc3)cc2CC(=O)N([C@H](C)CO)C[C@H]1C,10
CNC[C@H]1OCCCC[C@@H](C)Oc2ccc(NC(=O)Nc3ccccc3)cc2C(=O)N([C@H](C)CO)C[C@@H]1C,32
C[C@@H]1CCCCO[C@@H](CN(C)S(=O)(=O)c2ccc(F)cc2)[C@@H](C)CN([C@@H](C)CO)C(=O)c2cc(NC(=O)Nc3cccc4ccccc34)ccc2O1,-4
C[C@H]1CN([C@@H](C)CO)C(=O)Cc2cc(NS(=O)(=O)c3cn(C)cn3)ccc2O[C@H]1CN(C)S(=O)(=O)c1ccc(Cl)cc1,-3
CC(C)NC(=O)Nc1cccc2c1O[C@@H](CN(C)Cc1ccccc1)[C@@H](C)CN([C@H](C)CO)C2=O,0
CCC(=O)N(C)C[C@@H]1Oc2cc(C#CCC3CCCC3)ccc2S(=O)(=O)N([C@H](C)CO)C[C@H]1C,-3
C[C@@H]1CN([C@@H](C)CO)C(=O)c2cccc(NC(=O)Nc3ccccc3)c2O[C@H]1CN(C)C(=O)Nc1ccccc1,-7
Cc1noc(C)c1NC(=O)Nc1cccc2c1O[C@@H](CN(C)C(=O)NC1CCCCC1)[C@H](C)CN([C@H](C)CO)C2=O,-2
CC(C)NC(=O)Nc1ccc2c(c1)C(=O)N([C@H](C)CO)C[C@H](C)[C@H](CN(C)C(=O)Nc1ccc3c(c1)OCO3)OCCCC[C@H](C)O2,1
Cc1c(C(=O)N(C)C)sc2[nH]c(=O)n(-c3ccccc3C(F)(F)F)c(=O)c12,1
CC(C)CC#Cc1cnc2c(c1)C(=O)N([C@@H](C)CO)C[C@@H](C)[C@@H](CN(C)C(=O)c1cccc(F)c1)O2,-3
COc1ccc(S(=O)(=O)Nc2ccc3c(c2)C(=O)N([C@H](C)CO)C[C@@H](C)[C@H](CN(C)Cc2ccc(C(F)(F)F)cc2)OCCCC[C@@H](C)O3)cc1,-3
Cc1noc(C)c1S(=O)(=O)N(C)C[C@@H]1OCCCC[C@H](C)Oc2ccc(NC(=O)NC(C)C)cc2C(=O)N([C@@H](C)CO)C[C@H]1C,-3
O=S(=O)(c1ccc2ccccc2c1)N1CCN(Cc2ccc(OCCO)cc2)CC1,-2
O=C1O[C@H](c2ccccc2)[C@H](c2ccccc2)N2[C@H]1[C@@H](C(=O)O)[C@]1(C(=O)Nc3ccccc31)[C@H]2c1ccccc1OCCO,-12
COCC#Cc1cnc2c(c1)C(=O)N([C@H](C)CO)C[C@@H](C)[C@@H](CN(C)S(=O)(=O)c1ccccc1)O2,-1
COc1ccc(S(=O)(=O)N(C)C[C@H]2Oc3c(NS(=O)(=O)c4ccc(F)cc4)cccc3C(=O)N([C@H](C)CO)C[C@H]2C)cc1,9
C[C@H](CO)N1C[C@H](C)[C@H](CN(C)Cc2ccc(Cl)c(Cl)c2)Oc2ccc(NC(=O)CCC(F)(F)F)cc2CC1=O,-9
C[C@H](CO)N1C[C@H](C)[C@@H](CN(C)C(=O)C2CCOCC2)Oc2ncc(C#CC3(O)CCCC3)cc2C1=O,5
C[C@@H]1CN([C@H](C)CO)C(=O)c2cc(NC(=O)NC3CCCCC3)ccc2O[C@@H](C)CCCCO[C@H]1CN(C)C(=O)C1CCCCC1,-7
CNC[C@@H]1OCCCC[C@@H](C)Oc2ccc(NS(=O)(=O)c3cccs3)cc2C(=O)N([C@H](C)CO)C[C@H]1C,7
C[C@@H]1CN([C@@H](C)CO)C(=O)c2cc(NC(=O)Nc3ccc(C(F)(F)F)cc3)ccc2O[C@@H]1CN(C)Cc1ccc(C(F)(F)F)cc1,-4
C[C@@H]1CN([C@@H](C)CO)C(=O)CCCn2nncc2CO[C@@H]1CN(C)Cc1ccc2c(c1)OCCN2C,1
CNC[C@H]1OCCCC[C@@H](C)Oc2ccc(NC(=O)Nc3c(C)noc3C)cc2C(=O)N([C@H](C)CO)C[C@H]1C,3
C[C@@H]1CN([C@H](C)CO)C(=O)Cc2cc(NC(=O)C3CC3)ccc2O[C@@H]1CN(C)S(=O)(=O)c1ccc(Cl)cc1,4
O=C1O[C@@H](c2ccccc2)[C@@H](c2ccccc2)N2[C@@H](c3ccccc3OCCO)[C@]3(C(=O)Nc4ccccc43)[C@@H](C(=O)NC[C@H](O)c3ccccc3)[C@H]12,-5
C/C=C/c1ccc2c(c1)O[C@H](CN(C)C(=O)c1ccccc1F)[C@@H](C)CN([C@@H](C)CO)S2(=O)=O,9
C[C@H]1CN([C@@H](C)CO)C(=O)c2cc(C#Cc3ccccc3F)cnc2O[C@@H]1CN(C)C(=O)Cc1ccncc1,-1
C[C@@H]1CN([C@@H](C)CO)C(=O)c2cc(NC(=O)Cc3cn(C)c4ccccc34)ccc2O[C@@H]1CN(C)Cc1ccncc1,3
C[C@@H]1CCCCO[C@@H](CN(C)CC2CC2)[C@H](C)CN([C@H](C)CO)C(=O)c2cc(NC(=O)CCCN(C)C)ccc2O1,6
Cc1noc(C)c1NC(=O)N(C)C[C@@H]1Oc2ccc(NS(=O)(=O)c3c(C)noc3C)cc2C(=O)N([C@H](C)CO)C[C@H]1C,-4
COc1ccc(S(=O)(=O)Nc2ccc3c(c2)CC(=O)N([C@@H](C)CO)C[C@@H](C)[C@@H](CN(C)S(=O)(=O)c2ccc(OC)cc2)O3)cc1,-6
CCCC#Cc1ccc2c(c1)O[C@@H](CN(C)C(=O)Nc1ccccc1F)[C@@H](C)CN([C@@H](C)CO)S2(=O)=O,2
C[C@H](CO)N1C[C@H](C)[C@@H](CN(C)Cc2ccncc2)Oc2ccc(NC(=O)NC3CCCCC3)cc2C1=O,4
C[C@H]1CN([C@@H](C)CO)C(=O)c2cc(-c3ccccc3)cnc2O[C@@H]1CN(C)C(=O)Cc1ccccc1,4
CCCNC(=O)N(C)C[C@@H]1Oc2ncc(-c3ccccc3)cc2C(=O)N([C@H](C)CO)C[C@H]1C,0
C[C@H](NC(=O)C[C@H]1CC[C@@H](NC(=O)CN2CCOCC2)[C@@H](CO)O1)c1ccccc1,-5
C[C@@H]1CN([C@H](C)CO)C(=O)c2cccc(NS(=O)(=O)c3cccs3)c2O[C@H]1CN(C)Cc1ccc(Oc2ccccc2)cc1,-6
CNC[C@H]1Oc2ccc(NS(C)(=O)=O)cc2C(=O)N([C@H](C)CO)C[C@@H]1C,2
COCC(=O)N(C)C[C@H]1Oc2ncc(-c3ccccc3F)cc2C(=O)N([C@@H](C)CO)C[C@H]1C,-11
C[C@H]1CN([C@@H](C)CO)C(=O)c2cc(NC(=O)Nc3ccc(C(F)(F)F)cc3)ccc2O[C@@H]1CN(C)C(=O)Nc1cccc2ccccc12,-6
CC1=CCC[C@@H]2[C@@](C)(CCc3ccoc3)[C@H](C(=O)O)CC[C@@]12C,-16
C[C@H](CO)N1C[C@H](C)[C@@H](CN(C)Cc2ccc3c(c2)OCO3)OCc2cn(nn2)CCCC1=O,-24
C[C@@H]1CCCCO[C@@H](CN(C)C(=O)Nc2ccc3c(c2)OCO3)[C@@H](C)CN([C@@H](C)CO)C(=O)c2cc(NC(=O)Nc3ccc4c(c3)OCO4)ccc2O1,-2
CC(C)C#Cc1cnc2c(c1)C(=O)N([C@H](C)CO)C[C@@H](C)[C@@H](CN(C)C(=O)Nc1ccc(F)cc1)O2,-10
COCC(=O)N(C)C[C@@H]1Oc2ncc(C#Cc3ccc(F)cc3)cc2C(=O)N([C@H](C)CO)C[C@@H]1C,-3
C[C@H](CO)N1C[C@H](C)[C@@H](CN(C)C)Oc2ccc(NC(=O)NC3CCCCC3)cc2C1=O,5
C[C@@H]1CCCCO[C@@H](CN(C)C(=O)CCCN(C)C)[C@@H](C)CN([C@H](C)CO)C(=O)c2cc(NC(=O)Nc3ccc(F)cc3)ccc2O1,18
COC(=O)CCCCCCC(=O)N/N=C/c1cc(C)ccc1O,4
CC(C)CC#Cc1ccc2c(c1)O[C@@H](CN(C)C(=O)Cc1ccccc1)[C@H](C)CN([C@H](C)CO)S2(=O)=O,-3
C[C@H](CO)N1C[C@H](C)[C@H](CN(C)S(=O)(=O)c2ccccc2)Oc2ccc(NC(=O)Nc3ccc4c(c3)OCO4)cc2C1=O,-5
COCC#Cc1ccc2c(c1)O[C@@H](CN(C)C(=O)NC(C)C)[C@H](C)CN([C@H](C)CO)S2(=O)=O,1
C[C@@H]1CN([C@H](C)CO)C(=O)c2cccc(NC(=O)CCCCCC(=O)Nc3ccccc3N)c2O[C@@H]1CN(C)C(=O)Nc1ccccc1,0
CCCC#Cc1ccc2c(c1)O[C@H](CN(C)C)[C@H](C)CN([C@H](C)CO)S2(=O)=O,-3
C[C@H](CO)N1C[C@H](C)[C@H](CN(C)C(=O)Nc2cccc(F)c2)OCc2ccccc2-c2c(n(C)c3ccccc23)C1=O,-2
C[C@H]1CCCCO[C@@H](CN(C)S(=O)(=O)c2ccccc2)[C@@H](C)CN([C@@H](C)CO)C(=O)c2cc(NC(=O)Cc3ccccc3)ccc2O1,4
COC(=O)C[C@H]1CC[C@@H](NS(=O)(=O)c2ccc(OC)cc2)[C@H](CO)O1,1
C[C@H](CO)N1C[C@H](C)[C@H](CN(C)S(=O)(=O)c2ccc(-c3ccccc3)cc2)OCc2cnnn2CCCC1=O,-4
COCC#Cc1cnc2c(c1)C(=O)N([C@H](C)CO)C[C@@H](C)[C@@H](CN(C)C(=O)CCN1CCCCC1)O2,2
C[C@H](CO)N1C[C@H](C)[C@@H](CN(C)Cc2ccc3c(c2)OCO3)Oc2ccc(NC(=O)CCN3CCOCC3)cc2C1=O,3
# Next compounds follow:
SMILES,NSD2 inh
COc1ccc(C#Cc2ccc3c(c2)[C@]2(C(=O)N3)[C@H](c3ccc(OCCO)cc3)N3[C@H](c4ccccc4)[C@H](c4ccccc4)OC(=O)[C@H]3[C@@H]2C(=O)N2CCN(c3ncccn3)CC2)cc1,-2
Cc1ccc(S(=O)(=O)N(C)C[C@H]2Oc3ccc(NS(=O)(=O)c4ccc(Cl)cc4)cc3CC(=O)N([C@H](C)CO)C[C@@H]2C)cc1,-1
CC(C)NC(=O)Nc1cccc2c1O[C@H](CN(C)Cc1ccc(C(F)(F)F)cc1)[C@H](C)CN([C@H](C)CO)C2=O,1
CC(=O)N(C)C[C@H]1Oc2cc(C#CCC3CCCC3)ccc2S(=O)(=O)N([C@H](C)CO)C[C@H]1C,4
C[C@@H]1CCCCO[C@@H](CN(C)C(=O)NC2CCCCC2)[C@@H](C)CN([C@H](C)CO)C(=O)c2cc(NC(=O)c3ccccc3)ccc2O1,1
CC[C@H](C)C(=O)O[C@H]1CCC=C2C=C[C@H](C)[C@H](CC[C@@H]3C[C@@H](O)CC(=O)O3)[C@H]21,-2
C/C=C/c1ccc2c(c1)O[C@@H](CN(C)C(=O)NCCC)[C@@H](C)CN([C@@H](C)CO)S2(=O)=O,-6
C[C@@H]1CCCCO[C@H](CN(C)Cc2ccc(C(=O)O)cc2)[C@H](C)CN([C@@H](C)CO)C(=O)c2cc(NC(=O)c3ccncc3)ccc2O1,-6
Cc1ccc(S(=O)(=O)Nc2ccc3c(c2)C(=O)N([C@@H](C)CO)C[C@@H](C)[C@@H](CN(C)CC2CCCCC2)O3)cc1,1
C[C@H]1CN([C@@H](C)CO)C(=O)c2cc(NC(=O)CCN3CCOCC3)ccc2O[C@H]1CN(C)CC1CCCCC1,4
C[C@H](CO)N1C[C@H](C)[C@H](CN(C)S(=O)(=O)c2ccc(F)cc2)Oc2ncc(C#CC3CCCCC3)cc2C1=O,-7
C[C@H]1CN([C@@H](C)CO)C(=O)c2cc(NC(=O)CCN3CCOCC3)ccc2O[C@@H]1CN(C)C(=O)NC1CCCCC1,-7
CNC[C@@H]1Oc2c(NS(=O)(=O)c3ccc(C)cc3)cccc2C(=O)N([C@H](C)CO)C[C@H]1C,2
O=C(O)CCCCCC(=O)N=NC=C1C=CN(O)C=C1,2
C[C@H](CO)N1C[C@H](C)[C@@H](CN(C)CC2CCOCC2)Oc2ncc(-c3ccc(F)cc3)cc2C1=O,5

# Fetched one by one from above:
SMILES,NSD2 inh
C[C@@H]1CCCCO[C@@H](CN(C)C(=O)NC2CCCCC2)[C@@H](C)CN([C@H](C)CO)C(=O)c2cc(NC(=O)c3ccccc3)ccc2O1,1
CC[C@H](C)C(=O)O[C@H]1CCC=C2C=C[C@H](C)[C@H](CC[C@@H]3C[C@@H](O)CC(=O)O3)[C@H]21,-2
C[C@H](CO)N1C[C@H](C)[C@@H](CN(C)CC2CCOCC2)Oc2ncc(-c3ccc(F)cc3)cc2C1=O,5
Cc1ccc(S(=O)(=O)N(C)C[C@H]2Oc3ccc(NS(=O)(=O)c4ccc(Cl)cc4)cc3CC(=O)N([C@H](C)CO)C[C@@H]2C)cc1,-1
Cc1ccc(S(=O)(=O)Nc2ccc3c(c2)C(=O)N([C@@H](C)CO)C[C@@H](C)[C@@H](CN(C)CC2CCCCC2)O3)cc1,1
CC(=O)N(C)C[C@H]1Oc2cc(C#CCC3CCCC3)ccc2S(=O)(=O)N([C@H](C)CO)C[C@H]1C,4

# (more compounds)
SMILES,NSD2 inh
C[C@@H]1CN([C@@H](C)CO)C(=O)c2cc(C3=CCCC3)cnc2O[C@@H]1CN(C)C(=O)CN1CCOCC1,5
Cc1noc(C)c1NC(=O)N(C)C[C@H]1Oc2ccc(NC(=O)Cc3cn(C)c4ccccc34)cc2C(=O)N([C@@H](C)CO)C[C@H]1C,-1
C[C@@H]1CN([C@@H](C)CO)C(=O)Cc2cc(NC(=O)Nc3ccc4c(c3)OCO4)ccc2O[C@H]1CN(C)Cc1ccc(C(=O)O)cc1,-1
CC(=O)N(C)C[C@H]1Oc2ncc(C#Cc3ccccc3F)cc2C(=O)N([C@@H](C)CO)C[C@@H]1C,5

# The list is partial, so the mix of outcomes need not match the whole.
